SDO1 yeast rescue: sdo1-depleted yeast growth rescue; 140,000 compounds, 0.21% hits; S. cerevisiae sdo1-depleted JHY4D growth rescue, OD600 30 h; hits give high values; pdr5 snq2 efflux-pump mutant strain; z-score at 10 µM;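 active = z-score above 3 at both the 24 hr and the 30 hr optical density reads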;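 also: z-score against mean and SD of all compound wells on the same plate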
INS promoter inh: TRM-6 insulin promoter activity inhibition. TRM-6 cells (human fetal islet line), insulin promoter-eGFP reporter, imaging; reporter expression induced with tamoxifen. inhibition, % at 2 µM. 130,000 compounds, 0.9% hits. AID 1273;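 active = inhibition above the mean plus 3 SD, with well images judged a real hit on visual review, cut at about 60% in these data, passing the limit was not always enough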
SDO1 yeast rescue Rescue 24 h: further read-out of SDO1 yeast rescue, marked with its call; z-score; S. cerevisiae sdo1-depleted JHY4D growth rescue, OD600; measured here: growth rescue at 24 h;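 0 is the plate mean of compound wells and units are plate SD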
* = called active by the depositor; · = not tested or not shown.

SDO1 yeast rescue Rescue 24 h	INS promoter inh	SDO1 yeast rescue	mol
-0.55	-7.9	-0.54	CC(Sc1nnnn1-c1ccccc1)C(=O)Nc1ccc(Cl)cn1 (stereo not drawn)
-1.6	·	-2.3	Cc1cccc(N2CCN(C(=O)CCCOc3ccccc3)CC2)c1C
·	-106.7	·	COc1ccc(/C=C/c2nc3sc4c(c3c(=O)o2)CCC4)cc1
-1.1	-41.9	-0.17	O=[N+]([O-])c1ccc(N2CCCCC2)cc1N1CCOCC1
-0.25	·	0.11	CC1(NC(=S)NCCO)CCS(=O)(=O)C1 (stereo not drawn)
0.1	23.1	0.75	COc1cc(/C=N\Nc2cc(=O)n(C)c(=O)n2C)ccc1O
-0.74	-3.1	-1.57	CCOc1ccccc1-n1nnnc1SCC(=O)NC(=O)Nc1ccc2c(c1)OCCO2
-0.33	23.7	-0.24	Fc1ccccc1CSc1nc2ncccc2[nH]1
-1.29	19.4	-0.18	Cc1ccc(CCN2CC(C(=O)O)CC2=O)cc1 (stereo not drawn)
1.98	65.3	0.4	Clc1ccc(Cn2ncc3c(N4CCOCC4)ncnc32)cc1
-0.27	-6.7	0.03	COc1cc(C(=O)N2CCC(NC(=O)C(Cc3ccccc3C)NC(C)=O)CC2)cc(OC)c1OC (stereo not drawn)
·	0.0	·	O=C(CCNc1cccc(F)c1)c1cccc([N+](=O)[O-])c1
-1.98	41.5	-1.9	S=C(NCc1ccc2[nH]c3c(c2c1)CCCC3)Nc1ccccc1
0.59	15.2	0.52	CCOC(=O)CNC(=O)CSc1nc2cccnc2n1C1CCCCC1
-0.23	·	-0.16	NC(=O)Cn1cnc(-c2ccccc2)c1
0.12	-41.4	0.22	CN1CCN(c2ccccc2NC(=O)COc2ccc(Br)cc2)CC1
-0.65	36.1	-0.92	O=C(NC(=S)Nc1cccc(CO)c1)c1ccc(-c2ccccc2)cc1
·	-50.0	·	CSc1ccccc1NC(=O)CN(C)CC(=O)Nc1cccc(Br)c1
-0.52	50.0	0.57	C/C(=C\C(=O)Nc1cc(C)on1)c1ccccc1
1.67	0.0	1	O=C1CC(c2ccccc2)=Nc2ccccc2N1
0.94	2.7	1.21	CCCCN1Cc2cc(C(=O)c3cc(OC)ccc3O)cnc2NC1=O
0.23	·	0.77	COc1ccc(C2C(C(=O)Nc3ccccc3OC)=C(C)Nc3ncnn32)cc1 (stereo not drawn)
0.89	30.8	1.03	COc1ccc(CCC(=O)OCC(=O)c2ccc(C)cc2)cc1
-0.52	20.9	1.1	C=CCn1c(Cc2c(C)[nH]c3ccccc23)nnc1SCC(=O)NCc1ccc(F)cc1
-1.03	·	-2.16	CCOc1cc(CNCCc2ccc(S(N)(=O)=O)cc2)cc(Cl)c1OCc1ccccc1
1.56	-14.8	0.54	COc1ccc(OC)c(CN2CCN(c3ccccc3OC)CC2)c1
-0.51	30.8	0.3	CCOC(=O)c1cc2occc2n1CC(=O)NCCOC
-2.04	-48.1	-2.59	Cc1ccc(-c2csc(-c3c[nH]c4ccccc34)n2)c(C)c1
·	-6.2	·	O=C(NNC1=NC2(CCCC2)Cc2ccccc21)c1ccncc1
0.79	·	0.95	CSc1nc2c(c(=O)n1C)SC(C)C2 (stereo not drawn)
-0.61	7.1	-0.6	CC(C)(C)NC(=O)COc1ccc(CNn2nnnc2N)cc1
·	-23.1	·	NNC(=O)c1csc(-c2cccc(C(F)(F)F)c2)n1
·	-30.4	·	Cc1cccc(CC(C)NC(=O)CCc2nnc(CCCCc3ccccc3)o2)n1 (stereo not drawn)
1.33	·	0.57	CCOc1cccc(C(=O)Nc2ccc(N(CC)CC)cc2)c1
-1	·	-0.41	COc1ccc(O)c(-c2cc(-c3cccc(Br)c3)n[nH]2)c1
0.18	-26.3	0.72	COc1ccc(-c2nnc(SC(C)C(=O)Nc3c(C)n(C)n(-c4ccccc4)c3=O)o2)cc1 (stereo not drawn)
-0.29	10.0	-0.29	CCOC(=O)/C(C#N)=N/Nc1ccc(S(=O)(=O)N2CCc3ccccc32)cc1
0.16	0.1	0.89	CCC(=O)c1ccccc1OCCN1C(=O)NC(C)(C)C1=O
-0.26	-176.5	0.11	CC(NC(=O)CC12CC3CC(CC(C3)C1)C2)C(=O)O (stereo not drawn)
-1.02	6.2	-0.63	CCOc1cccc(C(=O)Nc2ccccc2OC(F)F)c1
·	-27.8	·	O=C(Nc1ccc2c(c1)OCO2)c1cccc2c1C(=O)N(C1CCCCC1)C2
·	-20.0	·	Cc1ccc(CSCc2ccc(C(=O)NC3CCCC3)o2)cc1
-1.11	31.2	-0.49	CC1CCN(CCCNC(=O)c2cn(C)c3ccc(S(=O)(=O)N4CCCC4)cc3c2=O)CC1
·	-42.9	·	Cc1ccc(N=Cc2ccc(N(C)C)cc2)cc1C
·	14.3	·	Cc1ccc(S(=O)(=O)N2CCOCC2)cc1NC(=O)COc1ccc(-c2nnco2)cc1
-1.37	·	-0.5	O=C(/C=C/Nc1ccc(Cc2ccc(N/C=C/C(=O)C(F)(F)F)cc2)cc1)C(F)(F)F
0.31	-58.1	0.67	CCOC(=O)N1CCN(C(=O)CN(c2cc(C(F)(F)F)ccc2Cl)S(C)(=O)=O)CC1
0.25	-74.1	-0.6	O=C(NCCC1=CCCCC1)C1COc2ccccc2O1 (stereo not drawn)
-0.9	·	-1.83	Cc1ccc(C)c2[nH]c(=O)c(CN(Cc3ccco3)C(=O)Nc3ccccc3)cc12
2.67	81.2*	1.58	c1ccc(-c2csc3ncnc(NCCN4CCOCC4)c23)cc1

One compound at a time, from the list above.
CCC(=O)c1ccccc1OCCN1C(=O)NC(C)(C)C1=O across the screens: SDO1 yeast rescue Rescue 24 h: 0.16; INS promoter inh: 0.1; SDO1 yeast rescue: 0.89
COc1ccc(OC)c(CN2CCN(c3ccccc3OC)CC2)c1 across the screens: SDO1 yeast rescue Rescue 24 h: 1.56; INS promoter inh: -14.8; SDO1 yeast rescue: 0.54
CC(NC(=O)CC12CC3CC(CC(C3)C1)C2)C(=O)O (stereo not drawn) across the screens: SDO1 yeast rescue Rescue 24 h: -0.26; INS promoter inh: -176.5; SDO1 yeast rescue: 0.11

More structures follow:
SDO1 yeast rescue Rescue 24 h	INS promoter inh	SDO1 yeast rescue	mol
0.08	·	-1.3	Cc1cccc(Sc2nc(-c3ccccc3)ccc2C#N)c1
-0.44	-56.2	-0.17	Cc1nn(C)cc1C(N)=O
-0.82	39.4	-1.38	Cc1cc(C)n(-c2nc3ccccc3c(=O)n2OCC(=O)OCc2ccccc2)n1
0.58	-57.7	0.86	CCCc1ccc(-c2ccc(C(=O)O)cc2)nc1
-0.48	-7.4	0.38	Cn1cc(Br)c(C(=O)NNC(=O)c2ccc(Cl)cc2)n1
-0.46	15.5	0.5	O=C(OCCN=C1NS(=O)(=O)c2ccccc21)C1CC(=O)N(c2ccc3ccccc3c2)C1 (stereo not drawn)
-0.58	2.9	-1.36	Cc1onc(-c2ccccc2)c1C(=O)Nc1nc2c(s1)CCCC2
·	-17.1	·	C(=N\Nc1nc(N2CCOCC2)nc(N2CCOCC2)n1)/c1ccco1
0.83	·	0.83	Cc1csc(NC(=O)CSc2nnc3ncccn23)n1
0.49	·	0.75	O=C(Nc1ccc2c(c1)CCC2)c1ccccc1
0.53	-25.0	-0.96	CCOc1ccccc1-c1nc(-c2cccc(Br)c2)no1
·	-5.0	·	Cc1nc2cc(-c3ccc(Cl)cc3)nn2c(NCCN(C)C)c1C
0.53	-59.4	0.57	O=C(NCc1ccc(F)cc1Cl)C1CCN(S(=O)(=O)N2CCC3(CC2)OCCO3)CC1
·	-126.7	·	CC(=O)N1CCN(c2ccccc2NC(=O)COc2ccccc2C)CC1
-0.81	-15.4	-0.84	Cn1c(C(=O)NCC2CCCO2)cc2oc3ccccc3c21 (stereo not drawn)
-0.11	42.9	0.3	O=C(CSc1nc2ccccc2o1)N1CCN(C(=O)c2ccco2)CC1
0.24	·	0.31	Cc1ccc(C)c(NC(=O)CN(C)C(=O)Cc2ccccc2)c1
-0.96	61.1	0.29	O=C1CCC(C(=O)Nc2ccccc2)N1 (stereo not drawn)
·	-27.8	·	O=C(NC1CC1)C1CCN(C2CCN(C(=O)c3ccc4cccc(F)c4n3)CC2)CC1
0.65	·	0.86	CC(C)Oc1ccccc1C1CC(=O)Nc2c1c(=O)n(C)c(=O)n2C (stereo not drawn)
-1.21	38.7	-1.85	Cc1ccsc1/C=C/c1ccc2ccccc2n1
-0.03	-2.7	-0.19	O=C(NCc1ccc(F)cc1)c1ccc(N2CCc3ccccc32)c([N+](=O)[O-])c1
-1.11	21.4	-0.33	CCOC(=O)N1CCN(CC(=O)Nc2ccc(C)cc2)CC1
·	18.2	·	CC(=O)c1ccc(N2CCN(C(=S)Nc3ccc(Cl)c(Cl)c3)CC2)cc1
·	63.6	·	O=C(COC(=O)C1=COCCO1)NC1CCCCCCC1
-0.65	-6.2	-1	CCN(C(=O)[C@@H]1CCCN1C(=O)c1cccs1)c1nc2cc(Cl)ccc2s1
-1.69	41.9	-2.65	Cc1ccccc1CS(=O)(=O)c1nnc([C@H](CC(C)C)NC(=O)OC(C)(C)C)o1
1.02	-92.0	-0.35	O=C(c1cccc(C(=O)N2CCN(c3ccccc3F)CC2)n1)N1CCN(c2ccccc2F)CC1
-1.2	40.0	-0.72	CCOc1ccc2nc(SCC(=O)N3CCN(C(=O)c4ccco4)CC3)sc2c1
·	-45.0	·	O=C(CN1CCOCC1)Nc1cccc(S(=O)(=O)N2CCCCCC2)c1
0	50.0	-0.05	CCc1nc(SCC(=O)N2c3ccccc3Sc3ccccc32)c2ccccc2n1
0.95	0.0	-0.78	C=CCSc1nc(N)c(C#N)c(-c2ccccc2)c1C#N
-0.11	0.0	0.07	COC(=O)c1ccnc(SCC(=O)c2ccccc2)c1
-1.21	·	-2.3	O=C(c1ccco1)N(CCCN1CCOCC1)c1nc(-c2ccc(Cl)cc2)cs1
·	25.0	·	Cc1ccccc1C(=O)OC1OC(=O)C(Cl)=C1Nc1ccc(C(=O)O)cc1 (stereo not drawn)
-0.4	-10.7	-0.69	CCOc1ccccc1NC(=O)Cn1c(=O)n(CCC(=O)NC2CCCC2)c(=O)c2ccccc21
1.1	-61.9	-0.78	Cc1ccc(S(=O)(=O)NC(CCc2ccccc2)CC(=O)C(C)(C)C)cc1 (stereo not drawn)
-0.06	·	0.81	CCc1nc2ccc(C(=O)Nc3cccc(C(C)=O)c3)cc2nc1CC
-0.48	-53.3	0.04	CCOC(=O)C1CCN(C(=O)/C=C/c2ccccc2OC)CC1
·	28.6	·	CC(=O)NS(=O)(=O)c1ccc(NC(=O)c2ccccn2)cc1
-0.29	-81.8	0.25	CCN1CCCC1CN=Cc1c(O)n(-c2ccccc2)c(=O)c2ccccc12 (stereo not drawn)
-0.96	-23.1	-0.48	Cc1nonc1NC(=O)CSc1nnc(-c2ccoc2C)n1-c1cccc(Cl)c1
0.62	21.7	0.09	O=C(O)C1CSC(CCc2ccccc2)N1 (stereo not drawn)
-0.67	-32.4	-0.97	COc1ccc(Cc2nc(C(=O)NCc3ccccc3OC)cs2)cc1
-1.21	-3.5	-1.72	O=C(N/N=C/c1cccc(Oc2ccccc2)c1)c1cccc(Br)c1
·	7.7	·	COCCn1nnnc1C(c1ccc(OC)c(OC)c1)N1CCN(c2nc3ccccc3s2)CC1 (stereo not drawn)
-0.53	18.9	-1.51	Cc1nn(-c2ccc(F)cc2)c2nc(N)c(C#N)c(-c3cccs3)c12
0.8	28.6	0.14	Cc1cc(C)c(C(=O)CSc2n[nH]c(=O)n2C2CC2)cc1C
0.9	18.2	1.73	CC1CC(C)CN(Cc2nc3c(c(=O)n(C)c(=O)n3C)n2CCN2CCOCC2)C1 (stereo not drawn)
-0.52	-76.9	-0.25	CCOC(=O)CNC(=O)CSc1nnc(-c2ccco2)n1Cc1ccco1

Next part:
SDO1 yeast rescue Rescue 24 h	INS promoter inh	SDO1 yeast rescue	mol
-1.38	46.7	-1.33	O=C1CC(SC(=Nc2ccccc2)Nc2ccccc2)C(=O)N1c1cccc2ccccc12 (stereo not drawn)
-1.12	·	-1.91	Cc1cc(C(=O)CSc2nnc(-c3ccc4c(c3)OCO4)o2)c(C)n1-c1ccc(F)cc1
-1.83	19.3	-2.91	NC(=O)c1c(NC(=O)c2cccs2)sc2c1CCCCCC2
1.65	·	1.11	CCS(=O)(=O)N1CCC(NC(=O)C2CCCCC2)CC1
0.5	2.7	0.7	CC(NC(=O)COC(=O)Cc1ccccc1[N+](=O)[O-])c1ccccc1 (stereo not drawn)
·	-28.6	·	CC(C)(C)c1cnnn1-c1cccc([N+](=O)[O-])c1
-0.29	17.2	-1.18	O=C(Cc1cccs1)Nc1nnc(Cc2ccccc2)s1
1.79	25.0	0.62	Cc1ccc2[nH]c(=O)c(NC(N)=S)nc2c1
-0.18	·	0.16	CCOC(=O)N1CCC(N2C(=O)c3ccccc3C2Nc2cc(OC)c(OC)c(OC)c2)CC1 (stereo not drawn)
-0.25	-21.2	-0.2	O=C(CSc1nnc(-c2ccccc2)o1)OCc1ccccc1

Structures from the list above that contain a COOH group (five):
SDO1 yeast rescue Rescue 24 h	INS promoter inh	SDO1 yeast rescue	mol
-1.29	19.4	-0.18	Cc1ccc(CCN2CC(C(=O)O)CC2=O)cc1 (stereo not drawn)
-0.26	-176.5	0.11	CC(NC(=O)CC12CC3CC(CC(C3)C1)C2)C(=O)O (stereo not drawn)
0.58	-57.7	0.86	CCCc1ccc(-c2ccc(C(=O)O)cc2)nc1
·	25.0	·	Cc1ccccc1C(=O)OC1OC(=O)C(Cl)=C1Nc1ccc(C(=O)O)cc1 (stereo not drawn)
0.62	21.7	0.09	O=C(O)C1CSC(CCc2ccccc2)N1 (stereo not drawn)

Assay outcomes from PubChem BioAssay.
